UGM FP inh = blocks M. tuberculosis UGM enzyme | inhibition, % at 10 µM | 320,000 tested, 0.06% active | purified UGM, fluorescence polarization probe displacement | AID 504406; in the data active = inhibition above about 10%, passing the limit was not always enough
Target sequence (P9WIQ1 whole entry, looked up): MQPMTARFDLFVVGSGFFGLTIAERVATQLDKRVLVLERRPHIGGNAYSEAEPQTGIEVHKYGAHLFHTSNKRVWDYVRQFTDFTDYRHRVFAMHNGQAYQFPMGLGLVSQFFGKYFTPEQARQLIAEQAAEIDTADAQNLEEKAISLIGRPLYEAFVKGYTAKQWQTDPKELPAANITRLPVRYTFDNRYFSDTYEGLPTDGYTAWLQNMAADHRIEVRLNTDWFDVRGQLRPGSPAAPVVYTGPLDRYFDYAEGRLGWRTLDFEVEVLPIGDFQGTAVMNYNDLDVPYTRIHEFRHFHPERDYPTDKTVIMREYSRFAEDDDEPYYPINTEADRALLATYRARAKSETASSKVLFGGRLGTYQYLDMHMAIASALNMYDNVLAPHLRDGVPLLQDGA
TcdB GH inh = blocks C. difficile toxin B glycohydrolase activity; P18177; TcdB glycohydrolase enzymatic assay, plate reader; inhibition, % at 9.99 µM; 350,000 tested, 0.24% active; AID 652162; in the data active = inhibition above about 10%
PfHsp40 yeast = restores yeast growth despite PfHsp40 toxicity; AID 504582; growth rescue, % at 12.5 µM; 340,000 tested, 0.68% active; S. cerevisiae expressing PfHsp40, growth rescue, ATP luminescence; in the data active = growth rescue above about 28%, passing the limit was not always enough;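 note: yeast W303a lacking pdr1 and pdr3 grown in galactose medium; growth measured after three days at 30 °C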
Y pestis TopoI = inhibitors of Yersinia pestis topoisomerase I; Y. pestis Topo-I cleavage product accumulation, plate reader; activity, % at 10 µM; 360,000 tested, 0.064% active; in the data active = activity above about 50%, passing the limit was not always enough; note: inactives centre near 2
BH1578 lux ind = quorum light induction in luxS cqsA deficient V. cholerae. V. cholerae BH1578 lux reporter, luminescence, 6 h. AID 588436. activation, % at 18.7 µM. 350,000 tested, 0.16% active; in the data active = activation mostly above about 9.7%, no sharp cut-off; note: not every result past the cut was called active; inactives centre near 0; reference of the scale not given here
GDH-TPI inh = GDH-TPI coupled enzyme inhibition counter-screen. GDH-TPI coupled enzyme counterscreen, NADH absorbance. inhibition, % at 4.8 µM. 360,000 tested, 1.2% active. AID 588335; in the data active = inhibition above about 30%;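 note: 0% = DMSO wells and 100% = wells lacking the enzyme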
FadD28 binding = inhibitors of Mycobacterium tuberculosis FadD28 bisubstrate binding; 360,000 tested, 0.22% active; FadD28 bisubstrate probe binding, fluorescence polarization; AID 588549; inhibition, % at 12.5 µM; in the data active = inhibition above about 8.5%, passing the limit was not always enough
Mtb FBA inh = inhibits M. tuberculosis FBA enzyme. 360,000 tested, 2.3% active. inhibition, % at 1 µM. P9WQA3. AID 588726. purified M. tuberculosis FBA, fluorescence read-out; in the data active = inhibition above about 27%;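 note: 0% = vehicle and 100% = reference inhibitor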
Target sequence (P9WQA3 whole entry, looked up): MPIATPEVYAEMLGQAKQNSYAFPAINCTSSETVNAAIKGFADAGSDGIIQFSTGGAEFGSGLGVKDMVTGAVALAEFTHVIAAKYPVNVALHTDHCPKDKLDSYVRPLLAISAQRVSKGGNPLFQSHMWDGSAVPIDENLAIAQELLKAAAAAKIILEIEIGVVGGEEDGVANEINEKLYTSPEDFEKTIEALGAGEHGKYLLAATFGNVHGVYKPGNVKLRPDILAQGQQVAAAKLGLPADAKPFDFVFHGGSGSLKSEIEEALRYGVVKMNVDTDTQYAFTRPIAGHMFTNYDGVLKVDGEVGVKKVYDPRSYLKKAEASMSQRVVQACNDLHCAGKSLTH
BioA inh = blocks M. tuberculosis BioA enzyme activity; purified M. tuberculosis BioA enzyme, plate reader; inhibition, % at 9.99 µM; 360,000 tested, 0.096% active; AID 602481; in the data active = inhibition above about 40%
* marks the source's active call; other numbers are inactive results; i = inactive; x = no result given; & = joins results of further samples. This is a random part of the collection (roughly 4.6% active in at least one column).

SMILES	UGM FP inh	TcdB GH inh	PfHsp40 yeast	Y pestis TopoI	BH1578 lux ind	GDH-TPI inh	FadD28 binding	Mtb FBA inh	BioA inh
COc1ccc(-n2nc3c(c2NC(=O)CCCCl)CSC3)cc1	0.2	0.1	-0.2	5.9	-0.3	-3.5	-6.3	2.3	-0.8
O=C(Nc1ccccc1N1CCN(C(=O)c2ccccc2)CC1)c1ccc2c(c1)OCO2	-0.6	x	4.4	5.8	3.0	7.3	0.2	-2.7	-0.2
Cc1noc(NS(=O)(=O)c2ccc(N/C=C\C(=O)c3ccccc3)cc2)c1C	2.5	-0.6	-1.0	5.3	i	14.3	1.6	1.9	x
CN1CCCN(C(=O)c2cc3c(s2)CCCC3)CC1	-0.7	-0.9	-1.0	-2.1	-0.1	8.6	-1.3	3.4	0.3
O=C(N/N=C/c1ccc(O)cc1O)c1ccncc1	1.6	-21.8	-1.8	2.7	i	14.0	-1.1	-3.8	x
CCOC(=O)C1(Cc2ccccc2C(F)(F)F)CCN(Cc2ccon2)CC1	-0.5	1.8	0.5	3.5	-0.7	17.3	-0.9	-0.2	-1.1
Cc1sc2ncnc(N3CCC(C(=O)NNC(=O)c4ccc(Cl)cc4)CC3)c2c1C	1.3	1.9	-0.5	19.9	i	0.0	-5.2	-1.1	-2.3
CC(C)Oc1ccccc1C1NC(=O)CCC1[N+](=O)[O-] (stereo unspecified)	0.2	1.9	0.0	2.2	-0.8	3.4	-0.9	5.9	x
O=C1c2ccccc2C(Nc2ccccc2)N1c1cccnc1 (stereo unspecified)	1.1	-7.5	-1.1	0.9	i	-2.9	-3.7	-2.0	2.3
COc1cccc(CNC(=O)CCC2CCCN(C(=O)CCC(F)(F)F)C2)c1 (stereo unspecified)	-3.8	1.5	1.0	-2.3	-0.1	-4.3	-0.1	0.9	0.0
CCCCc1ccc(NC(=S)N2CCC(O)CC2)cc1	-1.0	0.9	-0.7	1.6	i	-2.2	0.9	6.5	-1.4
Cc1nn2c(-n3ccnc3)c3c(nc2c1-c1ccccc1)CCC3	2.4	x	4.2	12.3	-0.5	5.0	-0.8	2.7	1.2
Cc1cc(NC(=O)CSc2nnc(-c3ccncc3)n2N)ccc1Br	1.6	x	1.0	5.7	x	-0.9	-3.8	2.2	0.1
Cc1ccc(OCC(=O)c2ccc3c(c2)CCCC3)cc1C	-1.3	x	-1.2	25.4	-4.0	6.0	-2.0	1.6	0.8
Cc1ccc(CN2CCN(Cc3cnc(C)s3)CC2CCO)cc1 (stereo unspecified)	0.2	0.3	0.1	1.9	-0.2	3.2	-4.0	-0.1	x
CCC(C)c1c(O)nc(SCc2ccccc2)[nH]c1=O (stereo unspecified)	0.5	x	0.6	1.8	i	10.4	0.7	3.6	x
Cc1ccc(NC(=O)CN2C(=O)C(=O)N(C3CCCC3)C2=O)c(Cl)c1	3.0	1.2	0.5	-9.3	-2.7	2.5	0.8	2.8	-4.8
C=CCNC(=S)N1CCN(C2CCCCC2)CC1	0.8	1.4	-0.5	-2.8	0.4	-9.0	-4.0	3.8	x
C/C(=N\NC(=O)COc1ccccc1[N+](=O)[O-])c1cccc(NC(=O)c2ccncc2)c1	-1.0	0.9	-0.4	15.6	i	11.6	-3.1	3.6	3.3
COCCNC(=O)C[C@H]1C[C@H]2c3cc(NS(=O)(=O)c4ccc(F)cc4)ccc3O[C@H]2[C@H](CO)O1	x	1.2&-0.4	x	-6.0	i	-15.5	-4.8	0.0	-0.7
CC(CNC(=O)CN1C(=O)COc2ccc(S(=O)(=O)N3CCCCC3)cc21)c1ccccc1 (stereo unspecified)	-1.3	1.0	-0.4	21.7	-0.3	5.9	-3.2	-0.8	0.4
Cc1ccc2cc(S(=O)(=O)NCCCN3CCOCC3)ccc2c1	-0.6	0.4	-0.6	-7.1	-0.5	0.0	-4.1	0.4	x
CCCn1nnnc1SCC(=O)Nc1cccc(NC(=O)c2ccco2)c1	-0.2	x	-0.5	3.4	-2.9	13.4	0.8	1.7	3.1
Cc1cc(C)c(OCCOCCN(C)C)c(Br)c1	1.3	0.6	-1.0	-2.7	-0.2	2.6	-3.0	0.5	x
CCC/C(O)=C1\C(=O)CC(c2ccccc2)CC1=NC (stereo unspecified)	0.9	x	5.9	8.7	i	-10.4	-2.0	-2.6	x
Later entries.
SMILES	UGM FP inh	TcdB GH inh	PfHsp40 yeast	Y pestis TopoI	BH1578 lux ind	GDH-TPI inh	FadD28 binding	Mtb FBA inh	BioA inh
COc1cccc(/C=N/Nc2nc(C)cc(=O)[nH]2)c1OC	0.0	-3.3	0.7	-1.0	-0.3	14.2	13.3*	10.6	0.7
O=C(CNc1cccc(C(F)(F)F)c1)N/N=C/c1ccccc1C(=O)O	1.1	-2.2	-0.3	0.3	i	-1.3	-3.0	-2.2	-2.2
CC[C@@]1(C(=O)OC)N[C@H](CN(C)S(=O)(=O)c2ccc(OC)cc2)[C@@H]2C(=O)N(C)C(=O)[C@@H]21	2.1	0.2	0.2	-1.9	i	-15.4	-2.3	0.2	-2.2
C/C(=N\NC(=O)C(=O)Nc1cc(Cl)ccc1Cl)c1ccncc1	0.9	-0.1	-0.1	6.6	-0.3	5.8	-1.2	2.8	-1.1
CC(C)n1c(SCc2ccc(Cl)cc2)nc2c1c(=O)[nH]c(=O)n2C	-1.3	x	1.1	1.2	0.5	-4.8	-0.2	-0.4	-3.1
O=C(CCC(=O)c1cccs1)NCC(c1ccc(F)cc1)N1CCOCC1 (stereo unspecified)	-3.7	-8.7	0.5	-2.8	i	12.5	-2.8	-0.1	1.8
CSc1ccccc1NC(=O)CSc1nncs1	-2.3	1.4	0.8	2.6	i	13.6	-0.4	0.1	x
Cc1ccc(C=Nc2ccccc2C(N)=O)cc1	1.4	x	0.3	7.4	-12.5	0.7	-3.4	65.0*	0.4
c1ccc(N2CCN(c3nc4cc5c(cc4s3)OCO5)CC2)cc1	2.1	x	-0.2	-6.0	-5.9	0.0	x	1.8	-2.8
CC(NCC(=O)Nc1ccccc1C(=O)NC1CC1)c1cccs1 (stereo unspecified)	-1.3	1.3	0.1	5.5	i	-2.2	-3.7	-3.0	1.2
O=C(NC1(C(=O)NC2CCCCC2)CCCCC1)c1ccccn1	0.1	x	-0.3	-2.4	i	10.7	-0.8	-5.6	-1.8
Cc1csc(SCC(=O)Nc2cccc(S(=O)(=O)N3CCCC3)c2)n1	x	x	1.1	3.5	0.7	0.4	0.7	0.8	6.0
Cc1cc(=O)[nH]c(SCC(=O)N2CCCc3ccccc32)n1	0.6	0.6	0.5	-4.3	i	9.2	-2.7	-1.4	-1.2
CN1CCN(c2ncc(CN3C(=O)c4ccccc4C3=O)s2)CC1	x	1.7	-1.2	-7.2	8.9	-4.4	-1.0	1.3	-0.8
S=C1NCN(C2CCCCC2)CN1Cc1ccccc1	-1.6	0.2	-3.2	-0.8	-0.3	12.2	-1.2	1.4	x
COc1ccc(C)cc1NC(=O)C1CCCN1S(=O)(=O)c1ccccc1F (stereo unspecified)	-0.8	1.9	-1.1	9.0	0.8	-7.3	-1.1	2.6	1.1
CCOC(=O)C(=CNc1cccc(N)n1)C(=O)OCC	0.1	x	0.2	-0.4	5.9	25.4	-3.0	0.8	1.3
Cc1[nH]c(=O)nc2c1CCC2	-0.9	0.3	-0.2	-2.3	i	6.4	-3.2	3.9	x
Cc1ccc(-n2c(=O)cc(N3CCN(C(=O)c4ccco4)CC3)[nH]c2=O)cc1	-0.7	0.0	-0.2	-2.7	-0.2	-9.9	0.4	2.7	-0.8
O=C(CCS(=O)(=O)Cc1ccccc1F)N1CCc2ccccc2C1	-0.3	x	0.0	-9.2	i	12.4	-1.5	2.0	-0.5
COc1ccc(-c2nc(CS(=O)CC(=O)N3CCN(C)CC3)c(C)o2)cc1OC (stereo unspecified)	-0.7	-0.5	0.2	2.4	1.1	-2.6	-2.8	11.0	1.7
CSc1ccc(S(=O)(=O)N(CC(=O)NCc2ccccn2)c2ccc(C)cc2)cc1	-1.7	0.3	-1.1	32.7	-0.5	-2.7	-1.7	76.9*	0.8
Cc1ccccc1OCCn1c(=O)oc2ccccc21	-3.6	x	1.6	-2.4	i	0.6	-0.2	2.1	-1.9
CCCN(CCC)C(=O)CCS(=O)(=O)c1cccc2nsnc12	0.4	x	-1.0	3.9	-0.2	13.7	1.4	3.0	0.3
Cc1ccsc1C(=O)OCC(=O)Nc1c(C)n(C)n(-c2ccccc2)c1=O	-1.4	x	-0.5	-4.8	-0.1	-0.4	-4.1	2.7	x

Not a retest: an excerpt of the list.
SMILES	UGM FP inh	TcdB GH inh	PfHsp40 yeast	Y pestis TopoI	BH1578 lux ind	GDH-TPI inh	FadD28 binding	Mtb FBA inh	BioA inh
CN1CCN(c2ncc(CN3C(=O)c4ccccc4C3=O)s2)CC1	x	1.7	-1.2	-7.2	8.9	-4.4	-1.0	1.3	-0.8
S=C1NCN(C2CCCCC2)CN1Cc1ccccc1	-1.6	0.2	-3.2	-0.8	-0.3	12.2	-1.2	1.4	x
COc1ccc(C)cc1NC(=O)C1CCCN1S(=O)(=O)c1ccccc1F (stereo unspecified)	-0.8	1.9	-1.1	9.0	0.8	-7.3	-1.1	2.6	1.1
CCOC(=O)C(=CNc1cccc(N)n1)C(=O)OCC	0.1	x	0.2	-0.4	5.9	25.4	-3.0	0.8	1.3
Cc1[nH]c(=O)nc2c1CCC2	-0.9	0.3	-0.2	-2.3	i	6.4	-3.2	3.9	x
Cc1ccc(-n2c(=O)cc(N3CCN(C(=O)c4ccco4)CC3)[nH]c2=O)cc1	-0.7	0.0	-0.2	-2.7	-0.2	-9.9	0.4	2.7	-0.8
O=C(CCS(=O)(=O)Cc1ccccc1F)N1CCc2ccccc2C1	-0.3	x	0.0	-9.2	i	12.4	-1.5	2.0	-0.5
COc1ccc(-c2nc(CS(=O)CC(=O)N3CCN(C)CC3)c(C)o2)cc1OC (stereo unspecified)	-0.7	-0.5	0.2	2.4	1.1	-2.6	-2.8	11.0	1.7
CSc1ccc(S(=O)(=O)N(CC(=O)NCc2ccccn2)c2ccc(C)cc2)cc1	-1.7	0.3	-1.1	32.7	-0.5	-2.7	-1.7	76.9*	0.8
Cc1ccccc1OCCn1c(=O)oc2ccccc21	-3.6	x	1.6	-2.4	i	0.6	-0.2	2.1	-1.9
CCCN(CCC)C(=O)CCS(=O)(=O)c1cccc2nsnc12	0.4	x	-1.0	3.9	-0.2	13.7	1.4	3.0	0.3

Next results
SMILES	UGM FP inh	TcdB GH inh	PfHsp40 yeast	Y pestis TopoI	BH1578 lux ind	GDH-TPI inh	FadD28 binding	Mtb FBA inh	BioA inh
Cc1onc(-c2ccccc2)c1C(=O)OCc1nnc(-c2ccc([N+](=O)[O-])cc2)o1	1.7	1.9	2.8	5.8	0.0	-4.0	-2.3	-3.4	-1.9
COC(=O)c1c(-c2ccccc2)csc1NC(=O)c1ccco1	-1.6	x	0.9	5.2	-0.4	15.6	1.7	2.8	0.8
CC(C)OCCCNC(=O)c1ccc(Br)cc1	-2.0	x	-0.7	13.1	12.5	12.1	0.9	-1.8	1.7
CC(=O)Nc1ccc(S(=O)(=O)N(C)CC(=O)N/N=C/c2cccc(O)c2)cc1	-1.2	0.7	1.1	13.7	0.1	1.0	-1.0	0.7	x
COc1ccc(NC(C)=O)cc1NC(=O)c1cccc(C(F)(F)F)c1	-1.3	-0.3	1.3	-12.7	-0.3	-0.9	-3.5	-1.1	x
CCCNC(=O)c1onc(CSc2ccccn2)c1C(=O)NCCC	-0.8	1.4	-0.6	-8.6	i	6.9	0.1	0.6	-0.8

Source: PubChem BioAssay (several laboratories)
